# S1P2 blocker – human S1P2 receptor antagonists, primary screen, cell-based | Sphingosine 1-phosphate receptor 2 (Homo sapiens), O95136 | cell-based S1P2 antagonist assay, inhibition at 5 uM | inhibition, % at 5 µM | 97,000 compounds, 0.21% hits; in the data active means inhibition above about 45%;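 further: CRE beta-lactamase reporter cells expressing human S1P2 stimulated with S1P; 0% = agonist at EC80 alone and 100% = agonist plus reference antagonist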
# Target sequence (O95136 whole entry, looked up): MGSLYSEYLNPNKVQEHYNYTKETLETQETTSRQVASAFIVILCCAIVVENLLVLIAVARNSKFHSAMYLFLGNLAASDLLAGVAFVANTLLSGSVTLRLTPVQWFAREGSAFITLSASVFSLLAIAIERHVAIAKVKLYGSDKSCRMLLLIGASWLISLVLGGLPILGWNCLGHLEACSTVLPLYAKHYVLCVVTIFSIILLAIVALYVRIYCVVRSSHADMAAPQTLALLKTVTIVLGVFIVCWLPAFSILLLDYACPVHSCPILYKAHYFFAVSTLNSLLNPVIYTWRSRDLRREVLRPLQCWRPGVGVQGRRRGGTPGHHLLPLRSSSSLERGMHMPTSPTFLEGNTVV
# EphB4 ephrin blk – EphB4-ephrin-B2 interaction antagonists, primary screen, biochemical, TNYL-RAW peptide probe, fluorescence polarization. EphB4 LBD / TNYL-RAW-Alexa532 peptide. inhibition, % at 7 µM. 97,000 compounds, 0.15% hits. AID 720, 2007;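 active means inhibition above the screen-wide mean inhibition plus 3 SD, cut at about 15% in these data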;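 further: 0% = DMSO wells and 100% = excess unlabeled TNYL-RAW peptide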
# Plk1 PBD FP – Plk1 polo box domain binding inhibitors, primary screen, biochemical, fluorescence polarization. AID 693, 2007. inhibition, %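 (tested at about 20 µM)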. Plk1 PBD phosphopeptide binding. Serine/threonine-protein kinase PLK1 (Homo sapiens), P53350. 97,000 compounds, 0.13% hits; in the data active means inhibition above about 34%, passing the limit was not always enough
# Target sequence (P53350 whole entry, looked up, the tested form may be a part): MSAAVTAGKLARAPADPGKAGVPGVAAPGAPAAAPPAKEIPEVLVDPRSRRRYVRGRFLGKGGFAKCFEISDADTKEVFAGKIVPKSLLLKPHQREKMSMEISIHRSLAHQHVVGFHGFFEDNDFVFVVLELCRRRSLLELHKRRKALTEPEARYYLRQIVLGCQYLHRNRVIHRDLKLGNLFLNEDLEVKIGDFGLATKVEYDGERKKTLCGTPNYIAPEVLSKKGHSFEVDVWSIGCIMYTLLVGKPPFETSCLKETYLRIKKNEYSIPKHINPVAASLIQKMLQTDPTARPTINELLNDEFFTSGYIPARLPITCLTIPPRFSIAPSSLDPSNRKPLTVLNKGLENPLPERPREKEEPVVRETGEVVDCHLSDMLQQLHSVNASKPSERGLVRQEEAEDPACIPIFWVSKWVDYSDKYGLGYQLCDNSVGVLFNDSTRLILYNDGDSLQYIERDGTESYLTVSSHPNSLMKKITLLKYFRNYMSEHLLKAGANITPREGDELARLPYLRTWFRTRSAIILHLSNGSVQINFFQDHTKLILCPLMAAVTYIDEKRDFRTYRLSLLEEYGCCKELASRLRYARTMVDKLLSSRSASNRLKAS
# PLAP activator – PLAP enzyme activators, biochemical, luminescence, HTS; Alkaline phosphatase, placental type (Homo sapiens), P05187; purified PLAP enzyme, luminescent substrate read-out; active compounds read high; activation fold at 20 µM; 96,000 compounds, 1.2% hits; AID 696, 2007; in the data active means activation fold above about 2
# S1P2 ag – S1P2 receptor agonists, primary screen, cell-based. Sphingosine 1-phosphate receptor 2 (Homo sapiens), O95136. AID 729, 2007. activation, % at 4.5 µM. S1P2-expressing cell line, agonist reporter read-out. 97,000 compounds, 0.46% hits; in the data active means activation above about 16%;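 further: 0% = vehicle low control and 100% = maximal reference agonist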
# Rev-RRE block – HIV-1 Rev-RRE binding inhibitors, primary screen, biochemical, FRET, protein-RNA interaction; P05866; AID 704, 2007; inhibition, % at 8 µM; 97,000 compounds, 0.79% hits; Rev peptide-RRE RNA binding;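 active means inhibition above the screen-wide mean plus 3 SD, cut at about 35% in these data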;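 further: 0% = median DMSO wells and 100% = median Neomycin B control wells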
#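 Probe or stimulus: fluorescein-Rev peptide as binding partner; assay system: Cy5-tagged RRE RNA duplex with fluorescein-tagged Rev peptide; timing: 5 min compound–RNA preincubation, then 15 min with peptide, 25 °C; medium: HEPES pH 7.5 buffer with KCl, MgCl2, NaCl and EDTA; signal: fluorescein-to-Cy5 FRET, 480 nm excitation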
# MT1-MMP txn act – MT1-MMP promoter reporter activation – cell-based, luciferase luminescence, primary screen | HT1080 MT1-MMP promoter luciferase reporter, overnight; active compounds read high | AID 750, 2007 | 86,000 compounds, 0.16% hits | activation factor at 10 µM;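 active means activation factor of at least 2 for MT1-MMP transcription at 10 µM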
# FAK blocker – FAK kinase inhibitors, primary screen, biochemical. AID 727, 2007. 97,000 compounds, 0.84% hits. biochemical FAK kinase activity assay. inhibition, %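 (tested at 7 µM)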; in the data active means inhibition above about 19%;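 further: 0% = DMSO and 100% = reference compound high control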
# PLK1 kinase inh – human PLK1 kinase inhibitors, primary screen, biochemical, TR-FRET; Serine/threonine-protein kinase PLK1 (Homo sapiens), P53350; recombinant PLK1 kinase, TR-FRET peptide phosphorylation; inhibition, % at 10 µM; 97,000 compounds, 0.53% hits;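 active means inhibition of 50% or more in the single-concentration screen; inactive means inhibition below 50%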;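 further: 0% = DMSO max control and 100% = H-89 dihydrochloride min control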
# Starred values were filed as active, the others as inactive; . = not tested or not shown.
SMILES,S1P2 blocker,EphB4 ephrin blk,Plk1 PBD FP,PLAP activator,S1P2 ag,Rev-RRE block,MT1-MMP txn act,FAK blocker,PLK1 kinase inh
CN1C(=O)CC(NNC(=O)c2ccccc2)C1=O (stereo unspecified),-1,2,-3,1,-2,2,1.1,3,-7
Cc1nn(Cc2ccccc2)c2c1C(c1ccccc1)C(C#N)=C(N)O2 (stereo unspecified),2,11,17,.,-6,5,.,7,-5
Cc1cc(NC(=O)COC(=O)C2CCN(S(=O)(=O)c3cccc(Cl)c3Cl)CC2)no1,11,-2,15,0.8,0,9,1.2,2,-1
O=[N+]([O-])c1cccc(-c2nnc3c4ccccc4c4ccccc4n23)c1,-16,-1,-8,0.9,0,5,.,18,-8
O=C(CNC(=O)c1ccccc1)NC1(C(=O)NC2CCCC2)CCCCC1,-11,-5,-3,0.9,-7,0,1,-11,-4
COc1ccc(CC(NC(C)=O)C(=O)NC2CCN(C(=O)c3cnccn3)CC2)cc1 (stereo unspecified),17,0,-12,0.9,-7,2,1.1,-8,-8
Cc1ccccc1Nc1nc(N)nc(CSc2nnc(-c3ccccc3)n2C)n1,-21,-1,-9,1,-8,-5,1.1,-3,-7
CC(=O)Nc1nonc1NC(C)=O,3,11,-32,1.9,-5,10,1.1,1,-4
CNC(=O)c1sc(-c2cccnc2)nc1C,14,-1,-13,0.8,-4,2,.,1,-8
Cc1cccc(-c2nnc(-c3ccccc3)o2)c1,-2,-6,13,1,-4,4,1.5,0,-10
Cc1c(NC(=O)C(C)N2C(=O)c3ccccc3C2=O)c(=O)n(-c2ccccc2)n1C (stereo unspecified),10,0,4,0.9,-4,-1,1.2,3,-5
Cc1cccc(NC(=O)Cn2c(C)c(C#N)c3ccccc32)c1C,19,3,36,1.6,0,10,1.2,2,-8
Cc1ccc(N(CN2CCCC2=O)C(=O)c2ccc(OC(C)C)cc2)cc1,18,5,-26,1.6,-7,5,1.3,4,-5
Cc1cc(C)c2c(-n3cccc3)c(C(=O)NNS(=O)(=O)c3ccc(Br)cc3)sc2n1,13,4,-1,1.3,-2,6,.,-13,-9
O=C(COc1ccc(S(=O)(=O)NC2CCCCC2)cc1)N1CCN(c2cccc(Cl)c2)CC1,14,2,2,1.2,-7,1,1.2,1,-8
COCCn1c(SCc2c(F)cccc2Cl)nc2c1c(=O)[nH]c(=O)n2C,6,-3,-32,1.1,-4,0,1.2,2,-3
CC(=O)c1cc2c(cc1N)OCO2,5,0,-13,0.9,0,10,1.3,-1,-6
O=c1nc(-c2ccccc2)c2ccccc2[nH]1,8,2,7,1.1,-4,4,1.2,-1,60*
O=C(CCc1nc(-c2ccccc2)c(-c2ccccc2)o1)OCc1ccc(Cl)cc1,-2,-3,7,0.8,-5,15,1,2,-13
O=C(NCC1CCCCC1)c1ccco1,3,11,11,1,-6,7,1.1,7,-7
CCCNC(=O)c1cccc(COCC(F)(F)C(F)F)c1,6,2,-14,1,-3,4,1,-1,-5
CCOC(=O)N1CCN(C(=O)CN(C2CCCCC2)S(C)(=O)=O)CC1,12,-7,-13,1.1,-5,-3,1,-2,-1
CCOc1ccccc1CNC(=O)C1CCN(C(=O)c2sccc2-n2cccc2)CC1,21,2,29,1.3,-3,2,1.1,-6,-11
C=CCn1c(SCC(=O)Nc2sccc2C(N)=O)nc2ccc(Cl)cc2c1=O,4,1,-1,1.2,4,10,1.1,-4,-3
C=CCN(CC=C)C(=O)C(=O)c1cc(C)n(-c2ccc([N+](=O)[O-])cc2)c1C,16,2,-44,1.2,-7,7,.,-4,-8
O=C(CCNS(=O)(=O)c1ccc(Cl)cc1)NCc1ccccn1,9,4,3,1,-5,11,1.1,4,-10
CN(CCCNC(=O)C1CCN(S(=O)(=O)N2CCC3(CC2)OCCO3)CC1)Cc1ccccc1,2,-3,-27,1.7,-1,-8,.,3,-3
COc1ccc(NC(=O)COc2ccc(/C=N/n3c(C)nnc3C)cc2OC)cc1,4,6,12,1.2,-6,4,1.5,-2,-7
CCOC(=O)C1CCCN(C(=O)Cc2ccc(Cl)cc2)C1 (stereo unspecified),-14,0,-13,1,-4,0,1.1,4,-3
O=C(c1ccc(F)cc1)N1CCN(C2CC3CCC2C3)CC1 (stereo unspecified),16,8,2,1.1,0,-2,0.9,0,-6
CCc1c(C)nc(SC)n(CC#N)c1=O,-14,2,-6,0.9,-4,5,1.2,-1,-8
COc1ccc(OC)c(C2SCCN2S(C)(=O)=O)c1 (stereo unspecified),10,-6,-34,0.9,-2,-1,1.2,2,4
COc1cccc(CN2C(=O)c3ccccc3C2C(=O)NCC2CCCO2)c1 (stereo unspecified),-22,-7,24,1,-5,-2,1,-3,-2
CCC(C)(C)n1nnnc1C(c1cccc(C#N)c1)N1CCN(c2cccc(C)c2C)CC1 (stereo unspecified),-16,-9,7,1.6,-1,1,1,1,-2
CC(=O)NC12CC3CC(C1)CC(C(=O)OCC(=O)c1ccc4c(c1)OCCO4)(C3)C2,5,4,15,1.4,-8,10,1.3,-4,-1
CCC(C)C(=O)Nc1cc(C(=O)OC)ccc1C(=O)OC (stereo unspecified),-2,4,9,0.8,-3,4,1.3,-1,-7
CC(CN1CCNCC1)(NS(=O)(=O)c1ccccc1)c1ccccc1 (stereo unspecified),-3,-2,6,1.4,-5,1,1.1,-5,-7
COc1ccc(-c2noc(CCC(=O)N3CCN(c4cccc(C(F)(F)F)c4)CC3)n2)cc1,1,2,-4,1.1,-7,7,.,4,-7
CC(C)(C)n1nc2c(c1NC(=O)c1cccc(C(F)(F)F)c1)CS(=O)C2 (stereo unspecified),2,-2,10,1.2,-1,4,1.3,-3,-3
CCC(C)NS(=O)(=O)c1ccc(OCC(=O)NCc2cccnc2)cc1 (stereo unspecified),-1,-4,-17,0.9,-6,3,1.2,1,-3
CN(CCNC(=O)c1ccc(N2CCCC2=O)cc1)CCc1ccccc1,2,-4,1,.,0,3,1.2,-2,-15
Cc1cccc(NC(=S)N(C)C2(c3ccccc3Cl)CCCCC2=O)c1 (stereo unspecified),2,2,10,0.8,-2,-1,.,1,-15
Cc1ccc(-n2nnnc2SCC(=O)N2CCN(C(=O)c3ccco3)CC2)c(C)c1,7,2,0,1.5,-1,1,1.1,7,-12
COc1cccc(C(=O)Nc2cc(C(F)(F)F)ccc2Cl)c1,-8,-1,1,0.9,-8,11,.,-6,-3
CCOC(=O)C1=C(c2ccccc2)NC(SC)=C(C#N)C1c1ccco1 (stereo unspecified),-14,0,-31,0.9,-2,9,1.1,10,-11
CC(C)NC(=O)C1CCCN(S(=O)(=O)c2ccc(-n3cnnn3)cc2)C1 (stereo unspecified),11,2,10,0.9,-6,8,.,0,-13
O=C(c1ccncc1)c1ccc(N2CCN(C3CC(=O)N(Cc4ccccc4)C3=O)CC2)cc1 (stereo unspecified),0,2,-6,1.5,-6,15,1,0,-7
CCCC(=O)c1cn(CC(=O)OC)c2ccccc12,-7,2,-6,1,-7,10,1.1,0,-12
CCOC(=O)c1cc(-c2nnc(-c3ccc(Oc4ccccc4)cc3)o2)c(C)nc1C,17,-2,1,1.3,-2,10,1.1,0,-9
CCOC(=O)/C(=N\Nc1ccccc1)S(=O)(=O)c1ccccc1,10,-8,1,1,-1,8,.,0,-5
O=C(CSc1nc(N2CCCCC2)nc(N2CCCCC2)n1)c1ccccc1,-9,0,-1,1.2,-7,7,1.3,-5,-3
c1ccc(N2N=C(c3cccs3)CC2c2ccco2)cc1 (stereo unspecified),-49,3,13,1,47*,3,.,1,-1
NC(=O)C1CCN(C2CC(=O)N(c3cccc(F)c3)C2=O)CC1 (stereo unspecified),12,-4,-4,0.9,-5,9,1,-8,-11
Cc1c(Cl)cccc1-n1c(SCC(=O)N(C)Cc2ccccc2)nnc1-c1ccncc1,1,0,0,1.8,-9,6,1.4,2,-16
CC(C)N1CC23C=CC(O2)C(C(=O)OCc2ccccc2)C3C1=O (stereo unspecified),24,1,0,.,-7,12,1,8,-13
CCOCc1cn(CC(=O)c2ccc(Cl)cc2)c(C)nc1=N,3,-2,41,0.6,-8,-3,.,-1,-12
O=c1cc(-c2ccccc2F)oc2ccccc12,-23,6,-11,.,-5,5,1.5,4,-10
Cc1ccc(S(=O)(=O)N2CCCC(c3nnc4n3-c3ccccc3SC4)C2)cc1 (stereo unspecified),5,-4,-24,1.6,-7,11,1.2,7,-3
C=CCN1CC(O)=C(c2ccccc2)C1=N,21,7,23,0.8,-7,8,1.1,3,-7
Cc1nc(NC2=NCN(CCc3ccccc3)CN2)nc2c(C)cccc12,-20,-6,31,.,-3,5,0.7,-1,25

# Entries listed so far that bear a hit mark in S1P2 ag:
SMILES,S1P2 blocker,EphB4 ephrin blk,Plk1 PBD FP,PLAP activator,S1P2 ag,Rev-RRE block,MT1-MMP txn act,FAK blocker,PLK1 kinase inh
c1ccc(N2N=C(c3cccs3)CC2c2ccco2)cc1 (stereo unspecified),-49,3,13,1,47*,3,.,1,-1

# 6 compounds picked at random from the list so far, as already listed:
SMILES,S1P2 blocker,EphB4 ephrin blk,Plk1 PBD FP,PLAP activator,S1P2 ag,Rev-RRE block,MT1-MMP txn act,FAK blocker,PLK1 kinase inh
O=C(CSc1nc(N2CCCCC2)nc(N2CCCCC2)n1)c1ccccc1,-9,0,-1,1.2,-7,7,1.3,-5,-3
Cc1ccc(S(=O)(=O)N2CCCC(c3nnc4n3-c3ccccc3SC4)C2)cc1 (stereo unspecified),5,-4,-24,1.6,-7,11,1.2,7,-3
CCOC(=O)/C(=N\Nc1ccccc1)S(=O)(=O)c1ccccc1,10,-8,1,1,-1,8,.,0,-5
Cc1ccc(-n2nnnc2SCC(=O)N2CCN(C(=O)c3ccco3)CC2)c(C)c1,7,2,0,1.5,-1,1,1.1,7,-12
C=CCN1CC(O)=C(c2ccccc2)C1=N,21,7,23,0.8,-7,8,1.1,3,-7
CCOC(=O)c1cc(-c2nnc(-c3ccc(Oc4ccccc4)cc3)o2)c(C)nc1C,17,-2,1,1.3,-2,10,1.1,0,-9
